# High-throughput results as filed in PubChem.
# PP1 inh = blocks human PP1-alpha phosphatase, a PP5 counter-screen. P62136. purified PP1alpha, OMFP fluorescence. inhibition, % at 6.7 µM. 0.9% of 320,000 active;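 active = inhibition above the mean inhibition of all tested compounds plus 3 SD, computed separately for each screening campaign, cut at about 15% in these data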
# Target sequence (P62136 whole entry, looked up): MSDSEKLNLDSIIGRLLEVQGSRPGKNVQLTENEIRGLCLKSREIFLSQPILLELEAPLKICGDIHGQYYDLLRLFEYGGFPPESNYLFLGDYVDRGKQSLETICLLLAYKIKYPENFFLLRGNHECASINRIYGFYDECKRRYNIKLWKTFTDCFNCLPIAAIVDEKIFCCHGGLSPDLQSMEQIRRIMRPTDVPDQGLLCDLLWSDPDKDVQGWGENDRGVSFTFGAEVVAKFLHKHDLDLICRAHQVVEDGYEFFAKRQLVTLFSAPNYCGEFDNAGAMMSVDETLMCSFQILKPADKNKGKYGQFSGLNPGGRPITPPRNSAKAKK
# Fh CTSL1 inh = blocks F. hepatica cathepsin L1 in PFM18AAP counter-screen; recombinant F. hepatica cathepsin L1, Z-Leu-Arg-MCA fluorescence; inhibition, % at 5.96 µM; 0.49% of 300,000 active; AID 1906;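 active = inhibition above the mean of all tested compounds plus 3 SD, set per screening campaign, cut at about 17% in these data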;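 note: 0% = plate median of test compound wells and 100% = 1 µM Z-Phe-Ala-diazomethylketone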
# Efflux pump inh = antifungal efflux pump inhibition, Nile Red retention. inhibition, % at 10 µM. AID 485275. S. cerevisiae Candida pump triplex. 0.44% of 330,000 active;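 active = plate passing quality check with inhibition over a set limit, or well fluorescence over plate mean plus 4 SD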;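 note: Nile Red retained in pooled yeast measured as flow cytometry median fluorescence; 0% = buffer negative control and 100% = Enniatin B positive control; higher means more Nile Red kept so more efflux inhibition; some compounds called inactive have numbers as strong as hits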
# TPT1 inh = C. albicans TPT1 enzyme inhibition; recombinant caTPT1, FP RNA substrate dephosphorylation; inhibition, % at 5 µM; 0.81% of 300,000 active; AID 1962;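 active = inhibition above the mean of all tested compounds plus 3 SD, set per screening campaign, cut at about 24% in these data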;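 note: plate controls were DMSO alone for no effect and ferristatin control at 100 nM for full effect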
# procasp3 activ = activates human procaspase-3; P42574; recombinant procaspase-3 D3A, Ac-DEVD-pNA absorbance 405 nm; activation, % at 8.5 µM; 0.11% of 330,000 active; AID 463141;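 active = activation above the mean of all tested compounds plus 3 SD, cut at about 21% in these data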;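 note: 0% = DMSO alone and 100% = DMSO wells spiked with extra 5 µM PC-3 D3A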
# Target sequence (P42574 whole entry D9A/D28A/D175A): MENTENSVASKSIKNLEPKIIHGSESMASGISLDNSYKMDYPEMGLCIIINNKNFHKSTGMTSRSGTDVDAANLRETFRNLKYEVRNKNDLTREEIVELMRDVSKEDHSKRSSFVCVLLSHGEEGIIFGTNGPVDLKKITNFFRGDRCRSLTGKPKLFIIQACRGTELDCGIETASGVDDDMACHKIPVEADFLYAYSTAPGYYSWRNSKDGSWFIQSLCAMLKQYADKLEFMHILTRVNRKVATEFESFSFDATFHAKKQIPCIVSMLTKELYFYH
#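 System: Procaspase-3 D3A mutant. Medium: Zinc-free 300 mM NaCl, 50 mM HEPES, 0.01% Triton X-100. Schedule: 1 h preincubation plus 2 h reaction at 25 °C. Measured by: 405 nm absorbance of p-nitroaniline, reads at 0 and 120 min. Read-out: percent activation relative to control range.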
# proCasp7 act = counter-screen for procaspase-3 activators: activators of human procaspase-7; recombinant procaspase-7, Ac-DEVD-pNA absorbance 405 nm; D23A/D198A/D206A triple mutant, cannot self-cleave; scale: DMSO 0, 5 µM enzyme 100; 0.093% of 330,000 active; activation, % at 8.5 µM;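 active = percent activation above the screen-wide mean plus 3 SD, cut at about 25% in these data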
#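 Material: Procaspase-7 triple mutant (PC-7 D3A) | Quantity: 2 µM procaspase-7 mutant as dispensed | Reagent: DEVD-pNA substrate | Times: 1 h preincubation, 2 h reaction | Technique: 405 nm absorbance of p-nitroaniline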
# PP5 inh = inhibitors of human protein phosphatase 5 (PP5); purified PP5c, OMFP substrate fluorescence; inhibition, % at 6.7 µM; 0.18% of 320,000 active;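 active = inhibition above the campaign's mean inhibition across all tested compounds plus 3 SD, cut at about 9.5% in these data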;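 note: 0% = DMSO only and 100% = 100 µM cantharidin control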
# GASC-1 inh = human JMJD2C demethylase inhibition; inhibition, % at 2.35 µM; Q9H3R0; GST-JMJD2C(1-420) H3K9me3 demethylation, DELFIA europium; 0.069% of 330,000 active; AID 2099;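 active = more than half of a compound's replicate wells show inhibition beyond 50%, single wells judged on their own value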;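 note: signal counts dimethyl H3K9 product captured on neutravidin plate; 0% = median of DMSO wells and 100% = 0.3 times that DMSO median; strong numbers were not always called active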
# Target sequence (Q9H3R0 1-420 limits assumed): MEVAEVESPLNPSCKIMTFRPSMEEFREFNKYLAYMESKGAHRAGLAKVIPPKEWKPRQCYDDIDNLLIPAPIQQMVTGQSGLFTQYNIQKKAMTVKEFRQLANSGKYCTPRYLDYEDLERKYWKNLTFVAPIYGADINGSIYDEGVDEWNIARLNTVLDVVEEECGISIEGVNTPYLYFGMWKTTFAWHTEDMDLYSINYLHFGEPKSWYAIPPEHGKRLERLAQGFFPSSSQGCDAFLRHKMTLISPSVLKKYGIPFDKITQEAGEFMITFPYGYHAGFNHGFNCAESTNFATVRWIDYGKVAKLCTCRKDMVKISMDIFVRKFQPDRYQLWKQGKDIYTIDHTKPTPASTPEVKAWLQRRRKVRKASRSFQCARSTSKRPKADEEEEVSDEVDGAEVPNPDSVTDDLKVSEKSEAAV
# HCV core dimer = HCV core protein dimerization inhibition | inhibition, % at 5 µM | 0.33% of 300,000 active | TR-FRET GST/Flag-core106 dimerization, 1536-well;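 active = inhibition above the mean of all tested compounds plus 3 SD, set per screening campaign, cut at about 45% in these data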
#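 Assay system: tagged HCV core106 pair (GST and Flag); medium: KF-containing HEPES buffer, pH 7.45, DTT, CHAPS, BSA; also added: Eu donor and XL665 acceptor anti-tag antibodies; dosing: 5 µM single dose; timing: compound-protein-antibody incubation 4 h at 22.5 °C; signal: TR-FRET 671 and 617 nm emission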
# The depositor's hits bear a star; / = not tested or not shown.
nr	smiles	PP1 inh	Fh CTSL1 inh	Efflux pump inh	TPT1 inh	procasp3 activ	proCasp7 act	PP5 inh	GASC-1 inh	HCV core dimer
1	O=C(Nc1ccon1)c1ccc(S(=O)(=O)N2CCCCCC2)cc1	-1	-8	0.1	2	5	-2	3.8	-6	0
2	CCSc1ccccc1C(=O)n1nnc2ccccc21	-6	-1	-0.1	-1	9	5	0.0	-8	-4
3	Cc1noc(C)c1CS(=O)(=O)c1ccc([N+](=O)[O-])cc1	3	1	0.0	3	3	5	3.1	-1	2
4	Cc1nc(SCc2nc3c([N+](=O)[O-])cccc3[nH]2)c2oc3ccccc3c2n1	/	/	-0.2	/	2	9	/	2	/
5	Cc1ccc(NC(=O)ON=C2CCCC2)cc1	0	0	0.1	-4	10	-1	2.9	-12	-8
6	C=C(CCC(=O)c1ccccc1)C(=O)c1ccccc1	5	41*	-0.1	-3	-4	8	-0.5	11	-3
7	CCN(CC)c1ccc(NC(=O)c2cc(Cl)ccc2OC)cc1	-3	0	0.0	1	0	-18	1.5	-4	-8
8	N/C(Cc1cccc2ccccc12)=N\OC(=O)c1ccc2c(c1)OCO2	0	3	-0.1	-4	-1	6	0.0	-3	2
9	CC(=O)N1CN(C2CC(C)(C)NC(C)(C)C2)Cc2c1sc1c2CCCC1	1	-1	-0.1	-2	15	5	0.0	0	3
10	CC(C)CCN1CCN(Cc2cnc(-c3ccccc3)s2)CC1CCO (stereo unspecified)	-8	-2	0.6	0	-8	4	0.9	1	-7
11	CCCCCc1cc(=O)oc2c(C(CCN3CCCCC3)c3ccc4c(c3)OCO4)c(OC)cc(OC)c12 (stereo unspecified)	13	3	0.0	-1	-14	2	2.3	0	-22
12	COc1ccc(N(C(=O)c2ccco2)C(C(=O)NC2CCCCC2)c2ccccc2)cc1 (stereo unspecified)	-3	2	0.6	-2	-10	-5	1.1	-1	14
13	CN(C)/N=C/c1cc([N+](=O)[O-])ccc1O	-1	3	0.0	-2	-7	4	0.6	0	-5
14	O=S(=O)(c1ccc2ccccc2c1)N1CCN(C(=S)Nc2ccc(F)cc2)CC1	0	1	-0.2	0	-11	8	0.8	0	6
15	O=C(Nc1nnc(-c2ccc(Cl)cc2)o1)Nc1ccccc1F	-4	1	-0.2	2	5	5	2.0	-2	4
16	O=C(Nc1ccc2[nH]c(=O)[nH]c2c1)Nc1ccc(F)cc1F	-3	1	-0.1	-2	-10	-18	0.8	-6	-9
17	O=C(Nc1cc(Cl)ccc1N1CCOCC1)c1cccnc1Cl	-3	-2	0.0	-1	11	5	-1.4	4	3
18	COc1cc(NC(=O)C2CCCO2)c(C(=O)O)cc1OC (stereo unspecified)	6	-14	0.3	-7	-4	-13	2.4	9	-2
19	CCN(c1cccc(C)c1)S(=O)(=O)c1cccc(C(=O)O)c1	-5	-5	0.2	1	5	-10	2.4	4	-2
20	Cc1ccnc(NC(=O)c2ccc(NS(=O)(=O)/C=C/c3ccccc3)cc2)c1	0	2	0.1	-1	-6	1	2.4	-1	3
21	Cc1nnc(NC(=O)c2ccccc2-c2ccccc2C(=O)O)s1	-2	-2	-0.1	0	9	-1	-1.2	1	-3
22	COc1ccc(S(=O)(=O)N2CCC(C(=O)NC3CCCCC3C)CC2)cc1 (stereo unspecified)	1	0	-0.2	0	0	0	2.1	3	-14
23	CC(C)C1COC(c2cccc3ccccc23)=N1 (stereo unspecified)	-3	3	0.2	3	4	-7	2.6	-16	-10
24	CCn1c(=O)cc(C(=O)OC)sc1=Nc1ccc(F)c(F)c1	0	-2	0.0	1	-3	-14	2.0	-2	22
25	CCCOc1ccc(-c2c(=O)n(OCc3ccc([N+](=O)[O-])cc3)c3ccccc3[n+]2[O-])cc1	-2	0	0.0	-2	-6	-1	-1.0	2	2
26	CS(=O)(=O)N(CC(=O)Nc1cccc(Cl)c1Cl)c1ccccc1	5	1	-0.1	-2	0	2	1.2	-4	0
27	CCCCS(=O)CC(COCc1ccccc1)OC(=O)CSc1nc(C)cc(C)n1 (stereo unspecified)	-4	2	0.0	2	0	2	-2.4	-3	2
28	COc1ccc(-c2cccc(C(=O)N3CCOCC3)c2)cc1	-3	-3	0.1	-2	6	10	3.1	6	-6
29	Cc1ccc(S(=O)(=O)N2C=CC(C(F)(F)F)=NCC2)cc1	-2	-1	0.0	-7	4	-3	5.7	-9	3
30	CC(C)n1ncc(N2CCOCC2)c(Cl)c1=O	-2	-5	-0.1	-1	9	7	0.8	-1	-4

# New compounds follow
nr	smiles	PP1 inh	Fh CTSL1 inh	Efflux pump inh	TPT1 inh	procasp3 activ	proCasp7 act	PP5 inh	GASC-1 inh	HCV core dimer
31	Cc1ccc2[nH]c(-c3ccccc3)c(CN3CCN(C)CC3)c(=O)c2c1	0	-1	-0.1	-3	4	-4	1.0	-3	1
32	CCOC(=O)c1c(NC(=O)c2ccc(Br)o2)sc(C)c1CC	-3	5	0.1	1	5	8	-0.7	7	6
33	N#Cc1c(Cl)cccc1Oc1ccc(S(=O)(=O)Nc2ccccc2)cc1	0	4	0.1	1	8	1	2.1	12	9
34	CS(=O)(=O)N1CCc2cc(-c3csc(NC(=O)C(c4ccccc4)c4ccccc4)n3)ccc21	3	2	0.1	3	2	7	0.8	8	33
35	Cc1ccc(Oc2nc3ccccn3c(=O)c2/C=C(\C#N)C(=O)NC2CCS(=O)(=O)C2)cc1 (stereo unspecified)	-3	3	-0.1	1	-3	2	1.8	7	6
36	CCOc1cc(C(=O)Nc2cnccn2)cc(OCC)c1OCC	-1	1	0.1	1	1	3	5.5	-16	-1
37	O=C(N/N=C\c1cccnc1)c1cc(-c2ccccc2)nc2c(Cl)cccc12	1	-4	-0.1	-2	15	1	5.0	-1	-4
38	Cc1cc(CNC(=O)[C@H](C)[C@@H]2C[C@@]2(C)[C@@H](NC(=O)OCc2ccccc2)c2ccccc2)nn1C	-2	-4	0.1	2	3	5	4.0	6	1
39	Cc1nn2c(NC(C)C)c3c(nc2c1-c1ccccc1)CCC3	-2	1	-0.1	-3	4	-1	0.9	2	-2
40	COc1ccccc1CNC(=O)Cc1ccc(OC)c(OC)c1	0	-2	0.0	0	-5	1	4.3	-8	1
41	COc1ccc(CCN(C)c2ccc(S(=O)(=O)N3CCCC3)cc2[N+](=O)[O-])cc1OC	4	0	0.3	-2	1	-3	3.9	-3	0
42	O=C(NCCc1c[nH]c2ccccc12)c1cc(S(=O)(=O)N2CCCCC2)ccc1N1CCOCC1	4	1	-0.1	-3	5	0	0.2	-5	4
43	CCOc1ncccc1C(=O)OCc1ccccc1	-2	-1	-0.1	1	0	-2	-1.7	-9	0
44	O=C(CN1CCN(Cc2ccccc2Cl)CC1)N=Nc1c(O)[nH]c2ccccc12	-5	-1	13*	1	3	-10	1.0	-6	-6
45	COc1ccc(N2CCN(C(=O)CCNC(=O)c3ccccc3)CC2)cc1	-2	-8	-0.1	-1	4	10	0.7	10	-11
46	CCOc1ccc(OCC(=O)OCn2c(SC)nnc(C)c2=O)cc1	-5	-6	0.0	-2	-5	-2	-0.4	1	5
47	CC(C)(C)C(=O)N1CCC(O)(CS(=O)(=O)Cc2ccccc2)CC1	-2	2	-0.1	2	6	6	-0.9	2	-2
48	Cc1ccc(C2(C)NC(=O)N(CC(=O)N(C)CC(=O)Nc3cccc4ccccc34)C2=O)cc1 (stereo unspecified)	-7	-3	0.0	2	-1	2	0.2	-8	2
49	CCOc1ccc2[nH]c(C(=O)N/N=C/c3ccccc3OC)cc2c1	4	5	-0.5	-2	-11	4	2.8	-13	1
50	Oc1ccc(C2=CSC3=NCCN23)cc1O	-3	1	0.3	-1	5	3	0.7	7	-4
51	CCN(CC(=O)NC1CCS(=O)(=O)C1)S(=O)(=O)c1ccc(Cl)cc1C(F)(F)F (stereo unspecified)	-3	0	0.0	0	-8	8	0.8	-6	0
52	CC(=O)c1cccc(NC(=O)NCCc2ccc(Cl)cc2)c1	1	-1	0.0	-2	4	5	1.6	-11	-1
53	c1ccc(COC2CCCN(Cc3nc(-c4cnccn4)no3)C2)nc1 (stereo unspecified)	0	0	0.1	0	9	-5	3.0	-1	0
54	O=C(c1ccc(S(=O)(=O)N2CCCCCC2)cc1)N1CCCC(C(F)(F)F)C1 (stereo unspecified)	-2	7	0.0	-2	0	-3	0.1	9	4
55	Cc1cc(=O)oc2cc(OCC(=O)N3CCN(C(=O)C4COc5ccccc5O4)CC3)ccc12 (stereo unspecified)	-2	-4	0.8	1	-6	-1	1.8	-12	9
56	CC1(C)OC2C(O1)[C@@H](CO)O[C@H]2n1cnc2c(N)ncnc21 (stereo partly specified)	-2	-5	-0.1	-1	4	3	2.2	1	-1
57	O=C1c2ccccc2-c2nccnc21	-1	2	-0.1	0	8	9	1.7	5	-5
58	O=C(CCc1ccccc1)NC(=S)NCc1ccco1	-3	-6	0.4	1	-3	8	0.7	-5	-3
59	COc1ccc(Cl)cc1C(=O)Nc1cccnc1	0	3	0.1	1	0	-3	-1.1	-5	3
60	CCOC(=O)CCSc1nc(N2CCOCC2)c2c(c1C#N)CC(C)(C)OC2	-3	-2	0.1	1	2	3	-0.5	5	7

# Carrying on:
nr	smiles	PP1 inh	Fh CTSL1 inh	Efflux pump inh	TPT1 inh	procasp3 activ	proCasp7 act	PP5 inh	GASC-1 inh	HCV core dimer
61	C=CCNC(=S)NNC(=O)c1cccn(Cc2ccc(Cl)cc2)c1=O	-1	-1	-0.1	-2	-5	6	2.2	-17	-2
62	CN(C)S(=O)(=O)c1ccc(NC(=O)c2ccc([N+](=O)[O-])cc2)cc1	1	-3	0.1	1	-1	9	2.6	43	2
63	N#CC1=C(N)Oc2c(O)cc3ccccc3c2C1c1ccsc1 (stereo unspecified)	-3	0	0.2	3	4	1	2.0	7	18
64	O=C(C1CCCO1)N1CCN(C(=S)Nc2cccc(Cl)c2)CC1 (stereo unspecified)	0	-2	0.4	5	5	-1	-0.6	-6	-6
65	COc1ccc(-n2nc([N+](=O)[O-])c(=NCCc3ccc(Cl)cc3)n2O)cc1	-2	6	-0.1	-7	0	-1	0.7	6	2
66	O=S(=O)(c1ccc(Cl)cc1)N1CCN(S(=O)(=O)N2CCCCCC2)CC1	-2	-1	-0.2	12	5	1	-2.4	-22	-14
